# GAA glycogen: GAA glycogen-cleavage inhibition or activation; P10253; recombinant GAA, glycogen substrate, Amplex Red glucose oxidase fluorescence; Potency, µM (top dose mostly 76.4 µM), for the others: at the top dose activity change, negative = inhibition, most hits filed as inhibitors; 300,000 compounds, 0.38% hits;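 also: 0% = full enzyme reaction and -100% = no-enzyme basal signal; the screen sought inhibitors and activators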
#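 Recombinant human alpha-glucosidase (4 nM final) hydrolysed bovine liver glycogen (30 ug) for 40 min at 37 C in pH 5.0 citrate/phosphate with 0.01% Tween-20. Released glucose detected by glucose oxidase/Amplex Red, Ex 573/Em 610 nm. Compounds up to 77 uM; AC50 from Hill fits.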
# GoLoco inh red: inhibitors of human Gai1-RGS12 GoLoco interaction (red fluorophore); P63096; Gai1:RGS12 GoLoco peptide FP, rhodamine, 10 min; Potency, µM (series often up to 61.6 µM), inactives show top-dose activity, negative = inhibition, usual class: inhibitors; 230,000 compounds, 0.44% hits; active = well fitted inhibition curve with a large enough effect, not every such curve was filed as active; inactive = no such curve, though single readings can be large or run the other way; also: % is scaled to controls: 0 for no effect and ±100 for the full control effect; nearly all actives have a fitted effect of over 30% in size; many of its hits are not listed in these tables
# JMJD2E inh: JMJD2E (human) inhibition | B2RXH2 | JMJD2E catalytic domain, FDH-coupled NADH fluorescence (FDH is formaldehyde dehydrogenase) | Potency, µM (series often up to 57.1 µM), inactives show at the highest dose activity change, negative = inhibition, usual class: inhibitors | 230,000 compounds, 1.6% hits; active = well fitted inhibition curve with a large enough effect, not every such curve was filed as active; inconclusive = small, poorly fitted or top-dose-only effect, or another doubt; inactive = no such curve, though single readings can be large or run the other way;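 also: 0% = wells with enzyme and -100% = buffer wells without enzyme; nearly all actives have a fitted effect of over 50% in size; many of its hits are not listed in these tables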
# aGlu spleen mod: lysosomal alpha-glucosidase (human) modulation. human spleen homogenate, 4-MU-alpha-glucoside fluorescence. Potency, µM (top dose mostly 79.9 µM), for inactives: top-dose activity change, negative = inhibition, usual class: inhibitors. 240,000 compounds, 0.006% hits. AID 2112;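 also: 0% = enzyme with vehicle and -100% = no enzyme basal signal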
#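 AC50 values come from Hill-equation fits of concentration-response data, normalized to no-enzyme and full-activity controls. Enzyme source: 1 ug human spleen homogenate; 1 mM fluorogenic 4-MU glucoside, pH 5.0 citrate buffer, 37 C, 40 min.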
# GAA inhib: blocks human lysosomal alpha-glucosidase. P10253. purified human GAA, 4-MU-alpha-glucoside fluorescence. Potency, µM (series often up to 76.9 µM), without a hit: at the highest dose activity change, negative = inhibition, most hits filed as inhibitors. 200,000 compounds, 0.005% hits. AID 1466;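 also: plate controls were uninhibited enzyme wells for no effect and no-enzyme background for full effect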
#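 Compounds are titrated up to 77 uM against 4 nM human enzyme. Substrate 4-methylumbelliferyl-alpha-D-pyranoside (400 uM) reacts 20 min at room temperature in pH 5.0 buffer; liberated 4-methylumbelliferone is read at 440 nm.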
# ALDH1A1 block: blocks purified human ALDH1A1 activity. AID 1030. 220,000 compounds, 7.3% hits. Purified ALDH1A1, NADH fluorescence, propionaldehyde substrate. Potency, µM (doses to about 75.3 µM), inactives show at the highest dose activity, negative = inhibition, hits mostly inhibitors; active = well fitted inhibition curve with a large enough effect, not every such curve was filed as active; inconclusive = small, poorly fitted or top-dose-only effect, or another doubt; inactive = no such curve, though single readings can be large or run the other way;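 also: plate controls were no enzyme wells and a reference inhibitor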
# Target sequence (P00352 whole entry, looked up): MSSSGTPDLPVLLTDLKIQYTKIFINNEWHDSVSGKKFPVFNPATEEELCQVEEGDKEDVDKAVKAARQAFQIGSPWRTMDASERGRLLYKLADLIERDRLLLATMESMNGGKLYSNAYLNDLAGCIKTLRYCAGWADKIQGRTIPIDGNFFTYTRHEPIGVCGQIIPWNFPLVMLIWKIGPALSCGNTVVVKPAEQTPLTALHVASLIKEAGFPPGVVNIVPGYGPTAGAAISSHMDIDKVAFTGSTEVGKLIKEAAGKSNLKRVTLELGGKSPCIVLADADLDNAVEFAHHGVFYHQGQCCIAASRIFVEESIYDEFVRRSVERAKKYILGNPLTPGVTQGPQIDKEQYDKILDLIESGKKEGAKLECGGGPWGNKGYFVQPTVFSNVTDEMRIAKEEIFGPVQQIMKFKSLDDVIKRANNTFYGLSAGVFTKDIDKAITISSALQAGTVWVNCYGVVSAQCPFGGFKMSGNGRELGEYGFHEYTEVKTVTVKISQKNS
# SMN2 splice up: SMN2 splice variant enhancement; HEK293 SMN2-luciferase splicing reporter, luminescence, 30-36 h; Potency, µM (top dose mostly 46.1 µM), for inactives: at the highest dose activity change, positive = activation, actives largely listed as activators; 210,000 compounds, 2.8% hits; AID 1458; also: % of control where 0% means no effect; nearly all actives have a fitted effect of over 55% in size
#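 qHTS luciferase splicing reporter: luminescence rises when SMN2 exon 7 is included in transfected HEK293 cells. Compound exposure lasted 30-36 h at 37C, with 4.5 mM final sodium butyrate as control, followed by a ONE-Glo read.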
# GLA spleen mod: inhibits or activates alpha-galactosidase in human spleen homogenate; P06280; human spleen homogenate, 4MU-alpha-Gal fluorescence, 40 min; Potency, µM (top dose mostly 80 µM), inactives show top-dose activity change, negative = inhibition, actives largely listed as inhibitors; 240,000 compounds, 0.008% hits; AID 2107;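 also: 0% = enzyme with vehicle and -100% = no enzyme basal signal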
# Target sequence (P06280 32-429 limits assumed): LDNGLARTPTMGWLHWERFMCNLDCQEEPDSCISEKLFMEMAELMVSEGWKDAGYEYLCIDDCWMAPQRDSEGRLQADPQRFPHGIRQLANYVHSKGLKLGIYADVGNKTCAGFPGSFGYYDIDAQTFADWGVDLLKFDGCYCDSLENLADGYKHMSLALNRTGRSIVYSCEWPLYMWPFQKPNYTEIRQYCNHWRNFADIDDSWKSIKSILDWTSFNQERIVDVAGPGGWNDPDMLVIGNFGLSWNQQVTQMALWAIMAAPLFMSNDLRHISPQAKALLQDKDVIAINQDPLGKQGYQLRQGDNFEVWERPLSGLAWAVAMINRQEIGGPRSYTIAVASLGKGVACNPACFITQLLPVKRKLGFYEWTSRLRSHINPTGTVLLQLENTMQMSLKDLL
#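 Human spleen homogenate (1 ug) was the enzyme source, with 4-methylumbelliferyl-alpha-D-galactopyranoside (1 mM final) in pH 5.0 citrate buffer with 0.01% Tween-20. Compounds were titrated; after 40 min at 37C, NaOH/glycine stop, 4-MU fluorescence read; AC50 from Hill fits.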
# * marks the source's active call; other numbers are inactive results; i = inactive; u = inconclusive; x = not tested or not shown; & = joins results of further samples; [ ] = remark or other dose. Unless noted, calls follow the shape of the dose curve; as a rule, active = well fitted curve in the direction sought with a large enough effect; inconclusive = small, poorly fitted or top-dose-only effect, or another doubt; inactive = no such curve, though single readings can be large; an effect the other way counts as inactive or inconclusive. Potency is read from the fitted curve at half-maximal effect.
cpd	SMILES	aGlu spleen mod	GAA inhib	GAA glycogen	JMJD2E inh
1	Cc1cc(C)cc(NC(=S)NC2CC3CCCC(C2)N3Cc2cccs2)c1 (stereo not given)	-5%	-2%	-9%	-4%
2	Cc1ccc(N2C(=O)NC(=O)/C(=C/c3ccoc3)C2=O)cc1	10%	x	-2%	u
3	CCCCOCCOP(=O)(OCCOCCCC)OCCOCCCC	5%	x	x	x
4	CN1CC[C@@]2(CCCN(C(=O)c3ccco3)C2)C1	-2%	x	x	x
5	CCN(CC)c1ccc(CNCCc2ccc(F)cc2)cc1	6%	0%	-8%	-13%
6	CC1CCCC(C2(O)C(=O)Nc3ccccc32)C1=O (stereo not given)	-5%	-6%	-11%	-20%
7	C=CCn1c(O)c(C(C)=NCC2CCCO2)c(=O)[nH]c1=O (stereo not given)	-7%	x	5%	-1%
8	CCOC(=O)[C@@]1(C#N)C(c2ccc(Cl)c(Cl)c2)[C@H](C(N)=O)N2C=C(C(C)=O)C=C[C@H]21 (stereo not given in full)	5%	-10%	u	u
9	CCn1ccnc1CN1CCCC(C(=O)c2ccc(SC)cc2)C1 (stereo not given)	-3%	-3%	8%	9%
10	CCOC(=O)C1=C(N)Oc2cc(C)oc(=O)c2C12C(=O)N1c3c(cccc32)C(C)CC1(C)C (stereo not given)	2%	0%	8%	4%
11	O=[N+]([O-])c1ccccc1	7%	x	x	x
12	CC(C)N(Cc1ccco1)/N=C/c1c(O)n(Cc2ccccc2)c(=O)[nH]c1=O	5%	x	4%	7%

cpd	SMN2 splice up	GLA spleen mod	ALDH1A1 block	GoLoco inh red
1	-4%	3%	-5%	2%
2	x	13%	x	19%
3	2%	4%	4%	11%
4	-12%	9%	-15%	5%
5	-6%	7%	-10%	6%
6	22%	-5%	-1%	14µM*
7	x	-7%	x	5%
8	-6%	1%	-7%	17%
9	x	0%	u	-2%
10	-2%	-6%	u	7%
11	-2%	0%	32µM*	7%&3%
12	x	-14%	x	-8%

cpd	SMILES	aGlu spleen mod	GAA inhib	GAA glycogen	JMJD2E inh
13	O=C1NC(=O)C(CCc2ccncc2)(C2CCCCC2)C(=O)N1	-3%	u	3%	0%
14	CN(N)N=Nc1nc2c([nH]1)c(=O)n(C)c(=O)n2C	1%	-5%	-27%	u
15	c1ccc2nc(N3CCNCC3)ccc2c1	-10%	x	x	u
16	C[N+]1(C)C2CCC1CC(OC(=O)c1ccccc1)C2 (stereo not given)	5%	x	6%	-11%
17	OCC1OC(n2cnc3cc(Cl)c(Cl)cc32)C(O)C1O (stereo not given)	0%&5%	x	x	5%
18	COC(=O)CC1=C(C(=O)OC)C2(C(=O)N(C)c3ccccc32)C(C#N)=C(N)O1 (stereo not given)	-1%	-13%	-2%	-2%
19	c1cc2c(c(N3CCNCC3)c1)OCCO2	-6%	x	x	x
20	CCN1CCN(C(=O)Cc2c(C)n(C(=O)c3ccc(Cl)cc3)c3ccc(OC)cc23)CC1	2%	-3%	2%	9%
21	c1ccc2c(CN3CCCCCC3)c[nH]c2c1	-2%	9%	7%	-3%
22	O=C(NC(Cc1ccccc1)C(=O)N1CCC2(CC1)OCCO2)C1CCCCC1 (stereo not given)	-3%	0%	3%	8%
23	CCN1/C(=C\C=C\C2=[N+](CC)c3ccccc3C2(C)C)C(C)(C)c2ccccc21	-1%	-7%	6%	-10%
24	O=[N+]([O-])c1ccccc1CCl	3%	x	x	x

cpd	SMN2 splice up	GLA spleen mod	ALDH1A1 block	GoLoco inh red
13	u	-4%	-15%	-2%
14	x	-9%	u	-10%
15	-9%	-19%	-11%	-10%
16	x	0%	x	4µM*
17	u	4%&3%	-7%	-2%
18	4%	-11%	1%	-6%
19	x	-3%	6%	8%
20	2%	-4%	-5%	-1%
21	x	-1%	-3%	7%
22	-15%	4%	-11%	8%
23	-70%[inhibitor]	3%	6%	i
24	-9%	1%	13µM*	2%

cpd	SMILES	aGlu spleen mod	GAA inhib	GAA glycogen	JMJD2E inh
25	CCCC(=O)NC(Oc1ccc(OC)cc1)C(Cl)(Cl)Cl (stereo not given)	3%	7%	11%	0%
26	CO/C1=C\C(C)=C\[C@@H](C)[C@@H](O)[C@H](C)C/C(C)=C/C=C/[C@H](OC)[C@H]([C@@H](C)[C@@H](O)[C@H](C)[C@H]2C[C@@H](O)[C@H](C)[C@@H](C(C)C)O2)OC1=O	-1%	x	x	x
27	Cn1c[n+](C)cc1C(O)c1ccccc1 (stereo not given)	2%&-3%	-9%&5%	4%&-1%	u
28	COC(=O)[C@@H]1[C@@H](C(=O)OC)C2(c3ccccc3-c3ccccc32)N(c2ccc(Cl)cc2)N1C#N	-7%	u	-5%	u
29	CCCCn1c(O)c(C(CC)=NCc2ccco2)c(=O)[nH]c1=O	1%	4%	12%	5%
30	CCC(=O)c1cc(F)c(N2CCN(CC)CC2)cc1C	-4%	u	4%	6%
31	Cc1ccccc1N1C(=O)NC(=O)/C(=C/c2ccc(N3CCOCC3)o2)C1=O	-9%	-1%[15.4 µM]	-5%	u
32	CC12CN3CC(C)(CN(C1)C3c1cccs1)C2=O (stereo not given)	2%	13%	5%	9%
33	O=C(NCCN1CCOCC1)c1ccc(Cl)nc1Cl	-16%	-4%	-10%	-10%
34	O=P(Nc1cccc(F)c1)(Oc1ccccc1F)Oc1ccccc1F	0%	x	-9%	1%
35	CCOC(=O)c1cc(C)sc1/N=C/C1C(=O)NC(=S)NC1=O	2%	-1%	-23%	u
36	COC(=O)C(C)Oc1cc(C)cc2oc(=O)c3c(c12)CCCC3 (stereo not given)	4%	-2%	12%	u

cpd	SMN2 splice up	GLA spleen mod	ALDH1A1 block	GoLoco inh red
25	-1%	0%	-1%	16%
26	-59%[inhibitor]	14%	-3%	5%
27	-13%&-4%	-8%&-4%	-3%&10%	14µM*
28	-113%[inhibitor]	-2%	u	1%
29	-5%	5%	1%	11%
30	3%	-3%	20µM*	4%
31	x	1%	u	101%[activator]
32	0%	-4%	8%	12%
33	0%	11%	3%	9%
34	x	2%	x	-6%
35	8%	-3%	7.1µM*	36%[activator]
36	-8%	0%	u	8%

cpd	SMILES	aGlu spleen mod	GAA inhib	GAA glycogen	JMJD2E inh
37	O=P(NS(=O)(=O)c1ccc(Br)cc1)(Oc1ccccc1)Oc1ccccc1	1%	-8%	-3%	1%
38	BrCC1C[n+]2c(SCc3ccccc3)nc3sc4c(c3c2O1)CCCC4 (stereo not given)	-8%	x	1%	-27%
39	C[C@@H]1O[C@@H](O[C@H]2C[C@@H](O)[C@]3(CO)[C@H]4[C@H](O)C[C@]5(C)[C@@H](C6=CC(=O)OC6)CC[C@]5(O)[C@@H]4CC[C@]3(O)C2)[C@H](O)[C@H](O)[C@H]1O	-7%	4%[15.4 µM]	3%	-4%
40	C[C@@]12CCC(=O)C=C1C=C[C@H]1[C@H]3CC[C@](O)(CCC(=O)O)[C@]3(C)CC[C@@H]12	-4%[29.1 µM]	x	x	6%[25.5 µM]
41	CNC(C)C1CC[C@H](N)[C@@H](OC2C(N)C[C@H](N)[C@@H](OC3OC[C@](C)(O)C(NC)[C@H]3O)C2O)O1 (stereo not given in full)	1%	x	x	-3%
42	O=c1[nH]c(=O)n(Cc2ccccc2Cl)c(O)c1C=Nc1ccc(F)cc1	6%	7%	1%	u
43	O=C1CC(N2CC=C(c3ccccc3)CC2)C(=O)N1c1ccc(F)cc1 (stereo not given)	-7%	u	u	u
44	CCN1CCN(S(=O)(=O)c2ccc(Cl)nc2)CC1	-8%	-4%	7%	2%
45	CN1C[C@H](CO)C=C2c3cccc4[nH]cc(c34)C[C@H]21	6%	x	u	u
46	N#CC(c1ccc(O)cc1)N1CCCCC1 (stereo not given)	3%	-7%	5%	-9%
47	CC(C)COP(=O)(OCC(C)C)C(O)c1cccnc1 (stereo not given)	3%	-7%	0%	10%
48	O=C(Nc1ccc(OC(F)(F)F)cc1)Oc1ccccc1N1CCOCC1	2%	x	u	-18%
49	CSC(=S)NCc1c[nH]c2ccccc12	6%&5%	x	x	x

cpd	SMN2 splice up	GLA spleen mod	ALDH1A1 block	GoLoco inh red
37	-1%	4%	-5%	-5%
38	x	-6%	x	-5%
39	-76%[inhibitor]	11%	-6%	7%
40	-9%[20.6 µM]	11%[29.1 µM]	13%[20.9 µM]	8%[21.6 µM]
41	-2%	7%	2%	9%
42	-10%	6%	u	5%
43	5%	6%	u	24%
44	1%	-1%	25µM*	-10%
45	x	13%	u	13µM*
46	5%	-1%	4.5µM*	-88%
47	2%	7%	6%	8%
48	x	-4%	x	9%
49	x	-6%&1%	-3%	0%

# Laid out differently: results already given.
43. O=C1CC(N2CC=C(c3ccccc3)CC2)C(=O)N1c1ccc(F)cc1 (stereo not given)
  aGlu spleen mod = -7%; GAA inhib = u; GAA glycogen = u; JMJD2E inh = u; SMN2 splice up = 5%; GLA spleen mod = 6%; ALDH1A1 block = u; GoLoco inh red = 24%
40. C[C@@]12CCC(=O)C=C1C=C[C@H]1[C@H]3CC[C@](O)(CCC(=O)O)[C@]3(C)CC[C@@H]12
  aGlu spleen mod = -4%[29.1 µM]; GAA inhib = x; GAA glycogen = x; JMJD2E inh = 6%[25.5 µM]; SMN2 splice up = -9%[20.6 µM]; GLA spleen mod = 11%[29.1 µM]; ALDH1A1 block = 13%[20.9 µM]; GoLoco inh red = 8%[21.6 µM]
48. O=C(Nc1ccc(OC(F)(F)F)cc1)Oc1ccccc1N1CCOCC1
  aGlu spleen mod = 2%; GAA inhib = x; GAA glycogen = u; JMJD2E inh = -18%; SMN2 splice up = x; GLA spleen mod = -4%; ALDH1A1 block = x; GoLoco inh red = 9%
49. CSC(=S)NCc1c[nH]c2ccccc12
  aGlu spleen mod = 6%&5%; GAA inhib = x; GAA glycogen = x; JMJD2E inh = x; SMN2 splice up = x; GLA spleen mod = -6%&1%; ALDH1A1 block = -3%; GoLoco inh red = 0%

# Entries by screen from the list:
# Compounds 37–48 in GoLoco inh red: -5%, -5%, 7%, 8%[21.6 µM], 9%, 5%, 24%, -10%, 13µM*, -88%, 8%, 9%

# Not all compounds are listed; rates above refer to the full screens.
